D2 antag – HTS Assay for Allosteric Antagonists of the Human D2 Dopamine Receptor: Primary Screen for Antagonists; HEK293 TREx D2 cells, calcium flux, dopamine EC80; inhibition, % at 10 µM; 340,000 compounds, 2% hits; AID 485344, 2010; in the data active = inhibition above about 30%; also: 0% is about no effect
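HEK293 T-REx D2 cells, tet-induced, calcium dye no-wash. Cpd pintool add, 180 s kinetic, then EC80 DA, 180 s kinetic. Ca flux read.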
LDHA block – qHTS assay for inhibitors of human lactate dehydrogenase. AID 1347041, 2019. purified LDHA, NADH/diaphorase-resazurin fluorescence; hits give low values. activity change, % (values are at about 110 or 230 µM). L-lactate dehydrogenase A chain (Homo sapiens), P00338. 480,000 compounds, 0.15% hits; in the data active = activity change below about -30%; inconclusive = mostly about -25% to -30%;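 also: plate controls were DMSO wells for no effect and wells without enzyme for full effect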
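Remaining NADH was detected by diaphorase (0.133 mg/mL) converting 37 µM resazurin to fluorescent resorufin, read at 0 and 20 minutes. The preceding 5-minute room-temperature reaction used 2 nM LDHA, 0.2 mM sodium pyruvate and 0.06 mM NADH at pH 7.4.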
Vif-APOBEC3F blk – qHTS for Inhibitors of Vif-A3F Interactions: qHTS | HeLa A3F-eYFP + Vif (tagged APOBEC3F with the HIV-1 protein that degrades it), YFP fluorescence increase | Potency, µM (series often up to 46.1 µM), for the others: at the highest dose activity, negative = active | 390,000 compounds, 0.2% hits | AID 602313, 2012; also: potency is read from the fitted curve at half-maximal effect; % of control where 0% means no effect; nearly all actives have a fitted effect of over 65% in size
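HeLa cells stably expressing Vif plus C-terminally eYFP-tagged A3F were seeded, incubated overnight at 37 deg C, dosed with compound, incubated overnight again at 37 deg C. Yellow fluorescence (Ex 488/Em 500-530) reported blocked Vif-mediated A3F-eYFP degradation.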
Glioma ERSR ind – qHTS for Inducers of the Endoplasmic Reticulum Stress Response (ERSR) in Human Glioma: qHTS; U87-MG GRP78 promoter luciferase reporter, 16 h; Potency, µM, inactives show at the highest dose activation, most hits filed as activators; 420,000 compounds, 0.02% hits; AID 602332, 2012; also: potency is read from the fitted curve at half-maximal effect; series mostly up to about 76 µM; % of control where 0% means no effect; nearly all actives have a fitted effect of over 35% in size
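Stably transfected U87-MG glioma cells carrying a GRP78-based luciferase sensor; 16 h compound incubation. Luminescence end-point read 10 min after Bright-Glo addition at room temperature.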
ERG-DNA inh – qHTS for Small Molecule Inhibitors of the ERG Ets/DNA interaction; Potency, µM (series often up to 76.9 µM), inactives show at the top dose FP activity, negative = inhibition, most hits filed as inhibitors; 370,000 compounds, 0.028% hits; fluorescence polarization, His-ERG Ets domain / labelled DNA; active = well fitted inhibition curve with a large enough effect in the polarisation, with a control signal flat; inconclusive = small, poorly fitted or top-dose-only effect, or effect the other way, or a change in a side signal; inactive = no such curve, though single readings can be large or run the other way; the % refers to the polarisation;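 also: polarization taken with two DNA probes labelled with fluorescein and Texas red; potency is read from the fitted curve at half-maximal effect; % of control where 0% means no effect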
Target sequence (P11308 whole entry, looked up, the tested form may be a part): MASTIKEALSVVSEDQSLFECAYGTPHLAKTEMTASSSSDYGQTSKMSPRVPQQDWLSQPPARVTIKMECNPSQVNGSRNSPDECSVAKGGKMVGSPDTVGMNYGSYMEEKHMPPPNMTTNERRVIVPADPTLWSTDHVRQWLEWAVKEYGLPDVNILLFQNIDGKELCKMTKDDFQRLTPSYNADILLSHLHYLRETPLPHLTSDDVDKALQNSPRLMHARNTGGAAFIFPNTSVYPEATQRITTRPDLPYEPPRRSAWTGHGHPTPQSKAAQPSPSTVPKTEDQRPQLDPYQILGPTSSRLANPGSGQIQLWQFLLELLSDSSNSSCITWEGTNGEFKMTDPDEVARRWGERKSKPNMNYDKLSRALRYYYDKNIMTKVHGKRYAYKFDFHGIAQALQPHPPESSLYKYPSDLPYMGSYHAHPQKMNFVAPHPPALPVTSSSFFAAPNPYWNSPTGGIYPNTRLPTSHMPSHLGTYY
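His-tagged ERG Ets domain (1 uM in the protein solution; 300mM KCl, 50mM Tris-HCl, 1mM EDTA, 1mM DTT, pH 7.5) received compound, then a probe mix of 5 nM fluorescein-DNA and 100nM Texas-615-DNA. Fluorescence polarization was read for both dyes.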
RGS4 inhibitor – Inhibitors of Regulator of G Protein Signaling (RGS) 4: qHTS; Potency, µM (series often up to 114 µM), without a hit: at the highest dose activity change, negative = inhibition, actives largely listed as inhibitors; Transcreener GDP fluorescence polarization, RGS4-accelerated GTP hydrolysis; Regulator of G-protein signaling 4 (Homo sapiens), P49798; 390,000 compounds, 0.039% hits; also: potency is read from the fitted curve at half-maximal effect; % is scaled to controls: 0 for no effect and ±100 for the full control effect; nearly all actives have a fitted effect of over 75% in size; some results filed as inactive show a strong effect at the top dose
Target sequence (P49798 whole entry, looked up): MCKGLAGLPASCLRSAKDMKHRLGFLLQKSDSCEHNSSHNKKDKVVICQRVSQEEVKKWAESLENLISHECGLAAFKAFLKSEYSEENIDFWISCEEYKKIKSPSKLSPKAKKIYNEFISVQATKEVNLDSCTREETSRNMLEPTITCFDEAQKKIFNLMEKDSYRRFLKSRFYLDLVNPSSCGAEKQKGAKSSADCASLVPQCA
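MLSMR compounds (23 nl, pin-transferred) preincubated 10 min at room temperature with a 500nM (2x) first reagent, then RGS4 at 900nM (2x) plus Transcreener GDP mix added; fluorescence polarization (620/688 nm) read before and after 90 min at 30 °C.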
Vif-APOBEC3G blk – qHTS for Inhibitors of Vif-A3G Interactions: qHTS; DNA dC->dU-editing enzyme APOBEC-3G (Homo sapiens), Q9HC16; HeLa A3G-eYFP + Vif (tagged APOBEC3G with the HIV-1 protein that degrades it), YFP fluorescence, overnight; Potency, µM (series often up to 46.1 µM), without a hit: at the top dose activity, negative = active, actives largely listed as inhibitors; 410,000 compounds, 0.076% hits; AID 602310, 2012;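 also: potency is read from the fitted curve at half-maximal effect; % is scaled to controls: 0 for no effect and ±100 for the full control effect; nearly all actives have a fitted effect of over 60% in size; hits raise eYFP signal because A3G escapes Vif-driven loss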
Target sequence (Q9HC16 whole entry, looked up): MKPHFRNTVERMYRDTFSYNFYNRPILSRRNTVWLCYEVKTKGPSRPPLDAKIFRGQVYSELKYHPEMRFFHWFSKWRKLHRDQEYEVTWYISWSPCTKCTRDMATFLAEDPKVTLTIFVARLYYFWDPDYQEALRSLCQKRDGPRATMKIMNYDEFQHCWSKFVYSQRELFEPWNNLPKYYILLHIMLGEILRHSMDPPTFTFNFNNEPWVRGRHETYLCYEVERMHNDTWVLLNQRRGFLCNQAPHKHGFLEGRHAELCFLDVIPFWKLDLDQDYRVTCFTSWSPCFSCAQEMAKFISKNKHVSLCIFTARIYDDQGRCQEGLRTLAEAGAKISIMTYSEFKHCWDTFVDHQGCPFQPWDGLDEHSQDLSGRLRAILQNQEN
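Read-out is eYFP fluorescence (Ex 488/Em 500-530) from Vif-expressing HeLa A3G-eYFP cells; more signal means A3G escaped Vif-mediated degradation. Cells plated overnight, compound pinned in, incubated overnight at 37 deg C.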
D2 agonist – HTS Assay for Allosteric Agonists of the Human D2 Dopamine Receptor: Primary Screen for Agonists | HEK293 T-REx D2 cells, calcium flux agonist mode | activation, % at 2 µM | 340,000 compounds, 0.53% hits | AID 485358, 2010;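 active = activation over 3 SD above normal in the single-dose calcium agonist read, cut at about 30% in these data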; also: 0% is about no effect
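Calcium-flux readout, 1 cycle/sec over 180 s following compound pin transfer, in inducible HEK293 Trex D2 cells (force-coupled); dopamine controls included. Positive calcium responses during this window marked compounds as potential agonists.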
ALOX12 inh – Primary qHTS assay for inhibitors of human arachidonate 12S-lipoxygenase (ALOX12): Round 2; Polyunsaturated fatty acid lipoxygenase ALOX12 (Homo sapiens), P18054; purified 12hLO, xylenol orange hydroperoxide absorbance; Potency, µM (series often up to 108 µM), inactives show at the highest dose activity change, negative = inhibition, most hits filed as inhibitors; 580,000 compounds, 1.1% hits; AID 1671190, 2021; also: potency is read from the fitted curve at half-maximal effect; % is scaled to controls: 0 for no effect and ±100 for the full control effect
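Purified human 12hLO at 150 nM in 25 mM Hepes, 0.01% Triton X-100, pH 7.0, preincubated 15 min at room temperature with compound. Reaction started with 40 uM arachidonic acid, 30 min at room temperature. Hydroperoxide measured by Fe-xylenol orange, 573/405 nm absorbance ratio.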
An asterisk follows results filed as active; u = inconclusive; x = no result given; & = joins results of further samples; [ ] = dose if it differs, or a comment. Unless noted, calls follow the shape of the dose curve; as a rule, active = well fitted curve in the direction sought with a large enough effect; inconclusive = small, poorly fitted or top-dose-only effect, or another doubt; inactive = no such curve, though single readings can be large; an effect the other way counts as inactive or inconclusive.

SMILES	D2 antag	LDHA block	Vif-APOBEC3F blk	Glioma ERSR ind	ERG-DNA inh	RGS4 inhibitor	Vif-APOBEC3G blk	D2 agonist	ALOX12 inh
CCOc1ccc2ccccc2c1CNCCN1CCOCC1	16	-4	2%	-4%	12%	-1%	-4%	0.6	-17%
O=C(COC(=O)c1ccc([N+](=O)[O-])o1)Nc1cccc(S(=O)(=O)N2CCOCC2)c1	2	1	4%	0%	15%	-14%	0%	0.4	-14%
CSCCC(NC(=O)c1ccccc1)C(=O)OCC(=O)c1ccc[nH]1 (configuration not stated)	-1	-11	-19%	1%	0%	7%	-1%	0.0	2%
Cc1ccc(NC(=O)CN2c3cccc4cccc(c34)S2(=O)=O)cc1	x	2	-16%	-2%	-4%[15.4 µM]	-15%	-8%	x	-23%
COc1ccc(CCNS(=O)(=O)c2ccc(S(=O)(=O)N3CCCC3)cc2)cc1OC	1	0	3%	-3%	x	-13%	0%	0.7	-27%
O=C(NC(=S)Nc1ccc(CN2CCOCC2)cc1)c1ccc(-c2cccc(Cl)c2)o1	-6	-5	-5%	-6%	8%	-37%	-6%	0.8	0%
Cc1ccc(C(C)C)c(OCC(=O)NN=C2CCCC2)c1	0	-2	-2%	-4%	4%	-6%	-1%	2.2	22%
CCCOC(=O)c1ccc(N2C(=O)c3ccccc3C2=O)cc1	14	-6	-1%	-3%	-7%	8%	-5%	6.9	5%
O=C1NC2(CCCC2)C(=O)N1Cc1cc(=O)n2ccsc2n1	x	-4	0%	-4%	4%	-4%	-2%	x	0%
COc1ccccc1Nc1nc(-c2ccccc2)c(CC(=O)O)s1	x	-1	0%	2%	-4%	-36%	-10%	0.1	-9%
O=c1c2sc3ccccc3c2n(Cc2ccccc2Cl)c(=O)n1Cc1ccccc1	x	-3	0%	-1%	1%	u	-3%	0.1	-28%
NS(=O)(=O)c1ccc(CCNC(=O)CCc2nc3sc4c(c3c(=O)[nH]2)CCCC4)cc1	-9	1	3%	-2%	7%	-38%	-8%	0.4	u
CCOC(=O)c1c(C)oc2cc(Br)c(OC(C)C(=O)OCC)cc12 (configuration not stated)	8	-3	1%	1%	6%	-9%	-5%	-2.7	0%
COc1ccc(NC(=O)CSc2nnc(NC(=O)Nc3ccccc3)s2)c(OC)c1	x	2	-7%	1%	3%	-8%	-5%	1.4	-23%
Cc1ccn(CCC(=O)N2CCCC(CCC(=O)NCc3ccc(F)c(F)c3)C2)n1 (configuration not stated)	16	1	-11%	1%	0%	-12%	0%	0.3	13%
O=C(Nc1ccccc1-c1nc2ccccc2s1)C1=COCCO1	1	4	-19%	-4%	-10%	-27%	-2%	-0.5	10%
CN1CCN(c2ccccc2NC(=O)c2ccc(-c3cccc([N+](=O)[O-])c3)o2)CC1	-19	-4	-7%	1%	x	-28%	0%	-0.7	-8%
CC(C)c1nnc(NC(=O)C2CCN(c3nc4ccccc4s3)CC2)s1	8	0	0%	0%	-4%	7%	-4%	-1.4	-24%
COC(=O)CN1C(=O)COc2ccc(S(=O)(=O)N3CCOCC3)cc21	46*	-2	2%	-4%	3%	-17%	1%	1.1	-9%
CCC(C)(C)n1nnnc1C(c1ccc2ncccc2c1)N1CCN(Cc2ccc3c(c2)OCO3)CC1 (configuration not stated)	6	-4	-10%	-4%	x	13%	2%	-0.1	-15%
CCc1c(C)nc2ncnn2c1NCCc1ccc(OC)cc1	1	-13	-1%	-3%	-3%	-26%	-27%	-0.6	-2%
CCc1ccccc1NC(=O)N[C@@H](C)C(=O)O	10	-4	-4%	1%	1%	-18%	-2%	0.2	-21%
O=C(Cc1cccc2ccccc12)Nc1ccc(Br)cc1C(=O)O	0	-5&-9	-3%	0%	-6%	1%	-2%	-1.2	u
Cn1c(=O)[nH]c2cc(Cl)cnc21	-5	2	-20%	-2%	-5%	-3%	-8%	0.8	12%
O=C(N/N=C/c1ccc2c(c1)OCO2)c1cc(-c2ccco2)nc2ccccc12	-2	0	-39%	1%	8%	-27%	u	-0.6	-24%
The list goes on:
SMILES	D2 antag	LDHA block	Vif-APOBEC3F blk	Glioma ERSR ind	ERG-DNA inh	RGS4 inhibitor	Vif-APOBEC3G blk	D2 agonist	ALOX12 inh
COc1ccc2c(c1)CCCC(Br)C2=O (configuration not stated)	x	34	u	-3%	-1%	u	-19%	x	40µM*
Cc1ccccc1S(=O)(=O)Nc1cccnc1	15	2	-9%	-2%	4%	-18%	0%	-0.7	0%
Cc1ccc(C2=NS(=O)(=O)N(C)C(C(=O)NCc3ccco3)=C2)cc1	-4	0	0%	0%	-6%	-37%	5%	0.4	7%
O=C(CSc1nccc(=O)[nH]1)Nc1ccc(Oc2ccccc2)cc1	7	0	0%	0%	14%	29%	3%	0.5	-13%
Cc1[nH]c2ccccc2c1/C=N/Nc1ccccc1[N+](=O)[O-]	3	-6	10%	4%	-13%	7%	-1%	1.2	-11%
CC1(C(=O)N2Cc3ccccc3C2)CCN1C(=O)C1(c2ccccc2)CC1 (configuration not stated)	x	-6	x	-2%	x	x	-1%	x	-4%
CC(C)c1ccc(/C=c2\sc3n(c2=O)C(N)=C(C#N)C(c2ccc(C(C)C)cc2)C=3C(N)=O)cc1 (configuration not stated)	x	-3	-3%	-6%	3%	-32%	0%	x	0%
Cc1cc(C)cc(NC(=O)CN2C(=O)NC(Cc3c[nH]c4ccccc34)C2=O)c1 (configuration not stated)	x	-1	5%	-1%	x	-44%	-2%	x	3%
Cc1ccc2[nH]cc(CCNC(=O)CN3C(=O)c4ccccc4C3=O)c2c1	5	-1	0%	-3%	-10%	0%[11.4 µM]	0%	-1.3	-6%
Cc1cc(-n2c(C)cc(C(=O)COc3ccc([N+](=O)[O-])cc3)c2C)no1	-8	-3	2%	-3%	-5%	-16%	-2%	-1.3	0%
Cc1csc(SCC(=O)Nc2ccc(Cl)cn2)n1	7	-1	1%	-3%	20%	-50%	-8%	-0.7	0%
OC[C@H]1O[C@@H](n2cnc3c(NC4CCCC4)nc(Cl)nc32)[C@H](O)[C@@H]1O	9	-9	3%	1%&-3%	1%	-1%	-2%	1.4	12%&13%
O=C(Cn1[nH]c(=O)c2ccccc2c1=O)OCC(=O)c1ccc(Br)cc1	-15	-11	-2%	-1%	-3%	12%	1%	-0.1	-13%
Cc1ccc(C2C3=C(CC(C)(C)CC3=O)N=C3c4ccccc4C(=O)C32)cc1 (configuration not stated)	9	0	6%	-5%	-16%	u	-1%	-0.9	u
Cc1cnc(N=Nc2ccccc2)[nH]1	x	-4	1%	5%	7%	15%	-4%	x	-17%
COc1cc(/C=N/Nc2cccc(C)c2)ccc1OC(=O)c1cccs1	x	2	-7%	1%	2%	0%	-8%	x	u
COc1ccc(C(=O)NCc2nnc(SCC(=O)Nc3nc4ccccc4s3)o2)cc1OC	15	1	12%	-1%	-6%	-14%	-1%	0.2	-13%
O=c1[nH]c(=O)n([C@H]2C[C@H](O)[C@@H](CO)O2)cc1C(F)(F)F	-7	-4	1%	-2%	8%	-20%	1%	-3.5	12%
O=C(CC(c1cccs1)S(=O)(=O)c1ccccc1)c1ccc(F)cc1 (configuration not stated)	23	-5	-20%	0%	5%	-4%	1%	-1.1	-14%
CC(O)c1nc2ccc(Cc3ccc4nc(C(C)O)[nH]c4c3)cc2[nH]1 (configuration not stated)	9	-3	-6%	3%	7%	1%	0%	0.2	0%
N#CCCN(NC(=O)OCc1ccccc1)C(=O)OCc1ccccc1	x	0	2%	-3%	x	-6%	1%	x	-14%
Cc1cc(C)n(-c2nc(SCC(=O)O)c3c4c(sc3n2)COC(C)(C)C4)n1	7	-4	u	1%	-2%	-10%	-6%	0.0	0%
COc1ccc(-c2cc(=O)oc3cc(O)ccc23)cc1	4	-1	3%	8%	10%	-11%	-1%	-2.6	-4%
Fc1ccc(CNc2nc(-c3ccccc3)cc(C(F)(F)F)n2)cc1	x	5	-18%	-2%	10%	18%	-1%	-0.3	-16%
CC(=O)N1c2ccc(S(=O)(=O)NCCC(=O)NCCc3cccc(C)c3)cc2CC1C (configuration not stated)	-5	-16	0%	0%	-5%	-3%[56.9 µM]	0%	-0.3	-2%
Cc1ccccc1CN1CCNC(=O)C1CC(=O)N(C)CCC1CCOCC1 (configuration not stated)	-18	0	0%	-6%	-1%	9%	-3%	0.7	1%
Cc1ccc(N2CC(C(=O)Nc3ccc4c(c3)OCCO4)CC2=O)cc1 (configuration not stated)	-19	-2	0%	-3%	x	-21%	0%	-1.2	-33%

An excerpt; count on the stated rates, not on these rows.
